D1 ag – human D1 receptor agonism; 360,000 compounds, 1% hits; activation, % at 2 µM; P21728; AID 504660; HEK293 T-REx D1 cells, calcium flux, agonist mode; further: 0% is about no effect
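Tetracycline-induced HEK293 TREx D1 cells, force-coupled to calcium signalling, were dye-loaded with a no-wash calcium kit. Compound was pin-added after a 10 s baseline. Fluorescence was read kinetically at 1 cycle/s for 180 s, with calcium rises flagged as agonism.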
D2 antag – antagonists of human D2 dopamine receptor | P14416 | HEK293 TREx D2 cells, calcium flux, dopamine EC80 | inhibition, % at 10 µM | 340,000 compounds, 2% hits | AID 485344; in the data active means inhibition above about 30%; further: 0% is about no effect
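Compounds are added to dye-loaded, induced HEK293 T-REx cells coupled to calcium release via D2; after a 3 min kinetic read an EC80 dopamine stimulus is given and fluorescence is recorded for 3 more min.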
TRHR ag – agonists of human TRH receptor. P34981. TRHR cells, calcium flux fluo-8, FDSS agonist mode. activation, % at 2 µM. 360,000 compounds, 0.18% hits. AID 493084; further: 0% is about no effect
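Read-out: compound-evoked intracellular calcium rise in TRHR cells, fluo-8 dye, kinetic FDSS fluorescence at 1 s/cycle following a 10-cycle baseline. Cells cultured overnight before dye loading (30 min–1.5 h, RT).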
RXFP1 antagonist – RXFP1 (human) relaxin receptor antagonism. Q9HBX9. HEK293-RXFP1, relaxin-stimulated cAMP HTRF, 30 min; hits give low values. activity change, negative = inhibition, % at 57.5 µM. 350,000 compounds, 0.59% hits;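 active means activity change of -60% or lower, but not beyond a set lower limit; inconclusive means change between -60% and -40%, or beyond the set limit; inactive means change above -40%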; further: on the % scale 0 is the no-effect control and ±100 the full control effect
Target sequence (Q9HBX9 whole entry, looked up): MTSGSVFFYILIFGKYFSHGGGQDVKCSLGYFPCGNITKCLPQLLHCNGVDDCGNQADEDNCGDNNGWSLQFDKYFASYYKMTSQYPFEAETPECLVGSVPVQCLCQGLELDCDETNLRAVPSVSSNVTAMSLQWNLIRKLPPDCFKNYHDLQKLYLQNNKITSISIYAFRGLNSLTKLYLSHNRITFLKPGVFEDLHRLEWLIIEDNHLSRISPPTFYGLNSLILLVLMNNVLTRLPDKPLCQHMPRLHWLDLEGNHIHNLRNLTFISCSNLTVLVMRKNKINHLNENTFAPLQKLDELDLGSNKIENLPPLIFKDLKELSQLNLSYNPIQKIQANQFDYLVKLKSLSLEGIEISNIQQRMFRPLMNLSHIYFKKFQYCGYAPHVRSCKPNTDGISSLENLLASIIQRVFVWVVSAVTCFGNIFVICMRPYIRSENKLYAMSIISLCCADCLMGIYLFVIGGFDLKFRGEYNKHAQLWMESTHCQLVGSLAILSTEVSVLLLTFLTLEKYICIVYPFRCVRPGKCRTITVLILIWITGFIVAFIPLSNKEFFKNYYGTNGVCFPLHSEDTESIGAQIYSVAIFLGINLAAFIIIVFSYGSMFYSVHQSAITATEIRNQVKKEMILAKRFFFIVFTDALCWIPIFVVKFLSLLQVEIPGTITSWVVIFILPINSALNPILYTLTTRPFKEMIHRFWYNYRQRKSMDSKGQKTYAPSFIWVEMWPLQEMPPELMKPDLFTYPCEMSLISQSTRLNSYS
D2 ag – activates the human D2 dopamine receptor; P14416; HEK293 T-REx D2 cells, calcium flux agonist mode; activation, % at 2 µM; 340,000 compounds, 0.53% hits; AID 485358;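 active means activation over 3 SD above normal in the single-dose calcium agonist read, cut at about 30% in these data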; further: 0% is about no effect
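Tetracycline-induced HEK293 T-REx cells with force-coupled D2 receptor, plated overnight at 30 C, loaded with no-wash calcium dye. After a 10 s baseline, compound was pin-added and calcium flux read kinetically for 180 s; calcium rises flagged agonists.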
D1 PAM – human D1 dopamine receptor positive modulation; P21728; HEK293 TREx D1 cells, calcium flux, dopamine EC20 potentiation; potentiation, % at 10 µM; 360,000 compounds, 0.036% hits; AID 504651; in the data active means potentiation above about 30%; further: 0% is about no effect
D2 PAM – positive allosteric modulators of human D2 dopamine receptor. P14416. HEK293 T-REx D2, calcium flux, EC20 dopamine potentiation. potentiation, % at 10 µM. 340,000 compounds, 0.34% hits;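 active means potentiation over 3 SD above the plate norm, cut at about 30% in these data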; further: 0% is about no effect
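Cells plated with tetracycline inducer and held overnight at 30 C; calcium dye loaded 30–90 min at room temperature; baseline taken, compound added and read 180 s; EC20 dopamine then added and read 180 s.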
TRHR enhancer – allosteric enhancers of human TRH receptor | P34981 | TRHR cells, fluo-8 calcium fluorescence, EC20 TRH enhancement | enhancement, % at 2 µM | 360,000 compounds, 0.66% hits | AID 493056; in the data active means enhancement above about 30%; further: 0% is about no effect
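TRHR-expressing cells loaded with fluo-8 calcium dye were read kinetically (ex 480/em 530) during compound addition, then stimulated with an EC20 of TRH (10 nM final). Enhancement of the Gq-mediated intracellular calcium response was scored.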
D1 antag – blocks dopamine activation of the human D1 receptor; P21728; HEK293 TREx D1 cells, calcium flux, dopamine EC80; hits give low values; activity change, negative = inhibition, % at 10 µM; 360,000 compounds, 3.2% hits; in the data active means activity change below about -30%; further: on the % scale 0 is the no-effect control and ±100 the full control effect
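Using tetracycline-induced force-coupled D1 Hek293 cells and a calcium dye, signals were followed for 180 s after compound, then for 180 s after EC80 dopamine, to detect inhibitors.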
Numbers without * were called inactive; u = inconclusive; x = not tested or not shown; & = joins results of further samples. Unless noted, no stated cut-off is given here; in the data, active means activation above about 30%; inactive means the rest.

Results follow in this order: D1 PAM, D2 PAM, D2 antag, D1 antag, D1 ag, RXFP1 antagonist, TRHR ag, TRHR enhancer, D2 ag
1) Cc1ccc(S(=O)(=O)Nc2ccccc2)cc1C(=O)N1CCCC1
→ 4, -13, 8, 9, 1, -2, 0.6, 12, 0.9
2) CN(C)S(=O)(=O)c1cccc(NC(=O)c2ccc(Sc3nncn3C)c([N+](=O)[O-])c2)c1
→ 1, 10, 15, -8, 0, 3, -0.1, -1, -0.1
3) Cc1ccc(NC(=O)CCc2nc3ccccc3s2)c(O)c1
→ -5, 17, -4, -16, 11, 3, -0.4, -5, 2.4
4) CCC1=NN(C(=O)CCc2ccccc2)C(O)(C(F)(F)F)C1 (stereo not drawn)
→ -1, x, x, -5, 2, 1, 0.4, -10, x
5) O=C(CSc1nnc(-c2ccco2)o1)c1ccc([N+](=O)[O-])cc1
→ -4, 4, -8, 23, 7, 0, -0.3, -1, -1.1
6) Cc1onc(-c2c(Cl)cccc2Cl)c1C(=O)OCC(=O)c1ccccc1
→ -2, 1, -3, 20, 9, -3, 0.0, -1, 2.9
7) CC1CCC2(CC1)NC(=O)N(CC(=O)Nc1ccc3c(c1)CCC3)C2=O (stereo not drawn)
→ -4, -2, -5, 7, 1, -14, -0.3, 4, 1.1
8) COc1ccccc1NC(=O)Nc1nc(CC(=O)Nc2cccc(F)c2)cs1
→ -5, 19, -20, -30, 11, -29, -0.6, 8, -0.6
9) COc1cc(-n2cnnn2)ccc1S(=O)(=O)N1CCOCC1
→ 0, -1, 18, -13, 4, -9, 1.8, -12, -0.4
10) O=C(C1CC1)N1CCc2cc(S(=O)(=O)N(CCO)Cc3ccccc3)ccc21
→ -5, 8, -2, -40*, 11, 1, -0.2, -5, 2.8
11) COCCCNC(=S)Nc1cc(C)c(C)cc1C
→ -8, -7, -3, -19, 1, -19, -0.1, -2, -0.1
12) O=C(NCCCCNC(=O)c1cccnc1)c1cccnc1
→ 2, 1, -3, 2, -3, 2, 0.7, 1, 0.3
13) Cc1ccc(C(=O)COC(=O)c2ccco2)cc1C
→ 3, 7, -15, 4, 5, -6, 0.4, -1, 0.8
14) Clc1ccccc1-c1nnc2sc(-c3ccc(Br)o3)nn12
→ 2, -5, 4, 10, 3, -13, 28, -5, 2.5
15) COc1cc2c(-c3ccc4[nH]ccc4c3)c(-c3ccc(C#N)cc3)oc(=O)c2cc1OC
→ 3, -19, x, x, 2, x, -0.3, 1, x
16) CCO/N=C(\C)c1c(O)c2ccccc2n(C)c1=O
→ 1, -4, -5, -2, 2, 5, 0.2, 3, -0.4
17) CCC1(c2ccccc2)NC(=O)N(CC(=O)N(C)Cc2ccccc2)C1=O (stereo not drawn)
→ 1, 7, -20, -22, 7, 4, 1.3, 10, 0.6
18) CN(CC(=O)Nc1c(Cl)cccc1Cl)C(=O)CCNS(=O)(=O)c1ccccc1C(F)(F)F
→ 1, 3, 27, 5, 1, 9, -0.3, 18, 0.4
19) CCOc1ccc(CC(=O)Nc2nnc3n2CCS3)cc1
→ 0, 20, x, 6, -1, x, -1.0, 1, -0.8
20) O=C(CSc1ccc(-c2ccccn2)nn1)Nc1ccc(F)cc1F
→ -1&-2, 8&3, -6, -9&1, 1&3, 6&-4, -0.3&0.1, 7&19, 1.3
21) NS(=O)(=O)c1cccc(NC(=O)COC(=O)CCCc2c[nH]c3ccccc23)c1
→ -6, -2, 12, -13, 0, 2, 0.2, -6, -0.3
22) CCCN1CCC(NC(=O)Nc2cccc3ccccc23)CC1
→ 2, -9, 4, -14, 3, 20, 0.0, 7, -0.7
23) CCNS(=O)(=O)c1ccc(NC(=S)NCC2CCCO2)cc1 (stereo not drawn)
→ -3, 5, 1, -6, 2, -6, 0.8, 2, 0.1
24) O=C(/C=C/c1ccc(O)cc1)c1c(O)cc(O)cc1O
→ -8, 12, 2, 1, 1, 1, -0.2, -2, -1.2
25) CCc1ccc(OCCCC(=O)Nc2ccc(S(N)(=O)=O)cc2)cc1
→ -8, -6, 9, -5, 2, u, -1.0, -2, 0.6
26) CC(C)CNS(=O)(=O)c1cc(C(=O)OCC(=O)c2ccc3c(c2)OCCO3)c(Cl)cc1Cl
→ -2, -3, -5, -8, 4, -18, 0.3, -9, 1.0
27) COc1ccccc1NC(=O)[C@H](COCc1ccccc1)NC(=O)OC(C)(C)C
→ -12, -11, 26, -13, 5, -7, 0.3, -8, 0.0
28) Cc1cc(OCC(=O)N(Cc2ccc(N(C)C)cc2)CC2CCCO2)ccc1Cl (stereo not drawn)
→ 1, 0, x, 4, 3, -21, -0.7, -3, x
29) Cc1ccc(NC(=O)CNS(=O)(=O)c2ccc(F)cc2)cc1C
→ -2, 3, 3, 6, 1, 6, -0.7, 2, -1.8
30) CC(C)CNS(=O)(=O)c1ccc(OCC(=O)Nc2ccc3c(c2)OCO3)c(Cl)c1
→ -9, 19, -5, -11, 2, 16, 0.0, -3, 0.0
31) CCC(C)c1ccccc1NC(=O)C1CCCO1 (stereo not drawn)
→ -5, -11, 1, 2, -3, 8, -0.1, 1, -0.1
32) COc1ccc(C2(C)NC(=O)N(CC(=O)NCCC3=CCCCC3)C2=O)cc1OC (stereo not drawn)
→ 0, 1, -4, x, 2, -14, -0.4, 6, -0.4
33) Cc1cc(C)n(CC(=O)N/N=C/c2cccc([N+](=O)[O-])c2)n1
→ -5, 13, -9, 4, 1, 2, 0.9, 8, 0.5
34) Fc1ccc(N2CCN(c3ncnc4[nH]ncc34)CC2)cc1
→ -2, -20, x, -14, 2, x, -0.7, 4, 0.5
35) CS/C(N)=N/N=C/c1c(O)ccc2ccccc12
→ -4, -3, 11, -13, 2, -14, 0.5, -1, 0.6
36) O=C(NCc1ccccc1)C1CCCN(c2ncnc3c2nc2n3CCCCC2)C1 (stereo not drawn)
→ -5, 20, -2, -6, -2, 5, -0.8, 3, 2.5
37) O=C(Nc1ccc(NC(=O)c2ccc3c(c2)OCCO3)cc1)c1ccccc1
→ -6, x, -19, 1, 6, -14, 0.5, 7, -0.3
38) CCn1cc([N+](=O)[O-])c(C(=O)Nc2ccn(Cc3ccccc3F)n2)n1
→ 0, 2, 4, 3, 2, 17, -0.2, -2, -0.1
39) Brc1ccc(-c2csc(N/N=C/c3ccc4c(c3)OCO4)n2)cc1
→ -3, -4, 5, 0, 0, 4, -0.2, -1, -0.1
40) CCc1ccc(N(CC)C(=O)Cn2nc(Cc3cccnc3)c3ccccc3c2=O)cc1
→ 0, -17, x, 13, 0, 15, -1.0, -15, -1.1
41) Cc1nc(-c2nc(-c3c(C(=O)NNC(=O)c4ccc(Cl)cc4)noc3C)cs2)cs1
→ -3, 6, 2, -9, 3, 3, -0.1, -2, 0.5
42) CN(C)S(=O)(=O)N1CCC(Oc2cccc(C(=O)NCCC3=CCCCC3)c2)CC1
→ -1, 11, -13, -31*, 31*, -15, 0.8, -10, 0.3
43) O=C(c1ccccc1)n1c(=O)cc[nH]c1=O
→ -6, -16, -3, -4, 0, x, -0.2, 2, 0.9
44) CC(C)Oc1ccc(S(=O)(=O)N2CCCCC2)cc1NC(=O)CC1OC(=O)c2ccccc21 (stereo not drawn)
→ -7, -6, 5, 4, 4, -7, 0.5, -4, 0.5
45) CN(CC(=O)Nc1ccccc1Br)C(=O)C(Cc1ccccc1)NC(=O)c1ccccc1 (stereo not drawn)
→ -8, -3, 10, -12, 0, -14, -1.2, -7, 0.4
46) O=C(c1ccc2c(c1)N(Cc1cccc(Cl)c1)C(=O)c1ccccc1S2(=O)=O)N1CCCC1
→ -4, 10, x, 4, 0, 18, -0.1, -5, 1.4
47) COc1ccc(C(=O)Nc2ccc(NC(=O)c3ccccc3)cc2)cc1S(=O)(=O)N1CCOCC1
→ -6, -18, 16, 5, 2, -4, 0.2, -1, -0.2
48) N#Cc1ccc(NC(=O)CSc2n[nH]c(=O)n2C2CC2)cc1
→ -4, 8, 4, -12, 1, 2, 0.6, 7, 0.1
49) c1cnc2nc(-c3ccc4c(c3)OCO4)cn2c1
→ -1, 5, -15, 10, 0, -10, -1.0, 17, -0.7

Complete entries from above. Screens in order: D1 PAM | D2 PAM | D2 antag | D1 antag | D1 ag | RXFP1 antagonist | TRHR ag | TRHR enhancer | D2 ag
Record of O=C(c1ccc2c(c1)N(Cc1cccc(Cl)c1)C(=O)c1ccccc1S2(=O)=O)N1CCCC1 : -4 | 10 | x | 4 | 0 | 18 | -0.1 | -5 | 1.4
Record of N#Cc1ccc(NC(=O)CSc2n[nH]c(=O)n2C2CC2)cc1 : -4 | 8 | 4 | -12 | 1 | 2 | 0.6 | 7 | 0.1

Six entries from above, reformatted:
no. | SMILES | D1 PAM | D2 PAM | D2 antag | D1 antag | D1 ag | RXFP1 antagonist | TRHR ag | TRHR enhancer | D2 ag
1 | Cc1ccc(S(=O)(=O)Nc2ccccc2)cc1C(=O)N1CCCC1 | 4 | -13 | 8 | 9 | 1 | -2 | 0.6 | 12 | 0.9
2 | CN(C)S(=O)(=O)c1cccc(NC(=O)c2ccc(Sc3nncn3C)c([N+](=O)[O-])c2)c1 | 1 | 10 | 15 | -8 | 0 | 3 | -0.1 | -1 | -0.1
3 | Cc1ccc(NC(=O)CCc2nc3ccccc3s2)c(O)c1 | -5 | 17 | -4 | -16 | 11 | 3 | -0.4 | -5 | 2.4
4 | CCC1=NN(C(=O)CCc2ccccc2)C(O)(C(F)(F)F)C1 (stereo not drawn) | -1 | x | x | -5 | 2 | 1 | 0.4 | -10 | x
5 | O=C(CSc1nnc(-c2ccco2)o1)c1ccc([N+](=O)[O-])cc1 | -4 | 4 | -8 | 23 | 7 | 0 | -0.3 | -1 | -1.1
6 | Cc1onc(-c2c(Cl)cccc2Cl)c1C(=O)OCC(=O)c1ccccc1 | -2 | 1 | -3 | 20 | 9 | -3 | 0.0 | -1 | 2.9

High-throughput results deposited in PubChem by National Center for Advancing Translational Sciences (NCATS).
